Screening results deposited in PubChem by several laboratories.
PGE2 EP2 inh: human EP2 receptor antagonists, primary screen, TR-FRET cAMP, C6 glioma cells; Prostaglandin E2 receptor EP2 subtype (Homo sapiens), P43116; C6 glioma cells expressing human EP2; cells stimulated with saturating PGE2; inhibition, % at 25 µM; 260,000 tested, 0.52% active; AID 1422, 2008;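 active = percent inhibition above 40 after rounding to a whole number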;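 also: rat C6 glioma host cells with rolipram phosphodiesterase inhibitor present; the protocol text gives 20 µM as final concentration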
NPY-Y2 PAM-ag: NPY-Y2 potentiators or agonists, primary screen, cell-based | 220,000 tested, 0.45% active | Neuropeptide Y receptor type 2 (Homo sapiens), P49146 | cells expressing NPY-Y2, potentiator/agonist read-out | activation, % at 3.6 µM; in the data active = activation above about 27%;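 also: cells stimulated with NPY near EC25 plus isoproterenol at EC100; 0% = vehicle plus submaximal agonist and 100% = vehicle plus saturating agonist; some results beyond the cut were filed as inactive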
Target sequence (P49146 whole entry, looked up): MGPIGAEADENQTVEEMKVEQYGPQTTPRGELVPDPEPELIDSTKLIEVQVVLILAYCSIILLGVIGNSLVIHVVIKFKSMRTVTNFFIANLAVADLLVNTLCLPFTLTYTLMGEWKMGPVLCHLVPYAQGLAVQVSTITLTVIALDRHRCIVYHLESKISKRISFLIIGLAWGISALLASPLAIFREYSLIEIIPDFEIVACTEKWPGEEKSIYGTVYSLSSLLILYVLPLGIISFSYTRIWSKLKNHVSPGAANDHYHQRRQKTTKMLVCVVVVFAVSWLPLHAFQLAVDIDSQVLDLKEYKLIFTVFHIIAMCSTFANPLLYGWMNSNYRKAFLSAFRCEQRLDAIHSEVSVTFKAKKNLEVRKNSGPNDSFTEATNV
NPY-Y1 antag: NPY-Y1 receptor antagonists, primary screen, cell-based. inhibition, % at 3.6 µM. 200,000 tested, 1% active. AID 1040, 2008. HEK293-CNG Y1 cells, membrane potential fluorescence; NPY at EC95, then isoproterenol;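 active = inhibition above the campaign mean inhibition of all tested compounds plus 3 SD, cut at about 20% in these data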;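 also: 0% = DMSO wells given NPY plus isoproterenol and 100% = isoproterenol alone without NPY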
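Material: HEK293 cells with Y1 receptor plus CNG channel; times: compound incubation 1 h at room temperature, readout 45 min post-stimulation; signal: fluorescence, membrane potential probe; read-out basis: fluorescence ratio normalized to % inhibition between controls; benchmarks: full-block control isoproterenol-only wells, zero-block control NPY plus isoproterenol wells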
S1P4 antag: S1P4 receptor antagonists, primary screen, cell-based | Sphingosine 1-phosphate receptor 4 (Homo sapiens), O95977 | S1P4-expressing cells, antagonist mode, reporter read-out | inhibition, % at 4.98 µM | 220,000 tested, 0.26% active; in the data active = inhibition above about 29%;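 also: 0% = wells stimulated with agonist and 100% = vehicle wells without agonist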
Target sequence (O95977 whole entry, looked up): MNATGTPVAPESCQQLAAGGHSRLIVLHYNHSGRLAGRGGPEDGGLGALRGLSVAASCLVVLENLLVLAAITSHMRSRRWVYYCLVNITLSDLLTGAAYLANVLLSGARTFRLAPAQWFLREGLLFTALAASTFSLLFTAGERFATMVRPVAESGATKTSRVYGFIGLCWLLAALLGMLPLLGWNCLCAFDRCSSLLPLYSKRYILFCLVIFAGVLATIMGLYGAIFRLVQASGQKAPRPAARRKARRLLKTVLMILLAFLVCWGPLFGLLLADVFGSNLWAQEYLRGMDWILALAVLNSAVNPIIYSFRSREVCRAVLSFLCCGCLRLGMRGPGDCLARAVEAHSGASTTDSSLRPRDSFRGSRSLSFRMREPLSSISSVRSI
S1P4 ag: S1P4 receptor agonists, primary screen, cell-based | 220,000 tested, 0.35% active | S1P4-expressing cell line, agonist reporter assay | Sphingosine 1-phosphate receptor 4 (Homo sapiens), O95977 | activation, % at 4.98 µM; in the data active = activation above about 11%;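 also: 0% = DMSO vehicle and 100% = reference agonist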
NPY1 pot ag: NPY-Y1 receptor potentiators or agonists, primary screen, cell-based; AID 1304, 2008; NPY-Y1 expressing cells, potentiator/agonist activation; Neuropeptide Y receptor type 1 (Homo sapiens), P25929; 220,000 tested, 0.37% active; activation, % at 3.6 µM; in the data active = activation above about 33%, passing the limit was not always enough;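 also: cells stimulated with NPY at EC10 then isoproterenol at EC100; 0% = low agonist plus stimulus and 100% = saturating agonist plus stimulus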
eIF4E-4G inh: eIF4E–eIF4G protein interaction inhibitors, primary screen, biochemical, uHTS, TR-FRET, eIF4GI fragment. Eukaryotic translation initiation factor 4E (Mus musculus) + Eukaryotic translation …. TR-FRET eIF4E-eIF4GI(517-606) binding, 2 h. inhibition, % at 21.7 µM. 220,000 tested, 0.37% active. AID 782, 2007;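 active = inhibition above about 30%, limit read from the data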;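 also: 0% = full FRET control wells and 100% = background wells lacking eIF4GI fragment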
p97 inhibitor: inhibitors of human p97 ATPase, primary screen, biochemical. recombinant p97 ATPase, Kinase-Glo ATP luminescence, 3 h. inhibition, % at 8 µM. 220,000 tested, 0.42% active. AID 1481, 2009; in the data active = inhibition above about 15%;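 also: 0% = DMSO vehicle and 100% = wells lacking enzyme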
EP2 modulator: EP2 receptor modulators, cAMP readout, primary screen, cell-based, HTRF cAMP, PGE2 stimulation; EP2-expressing cells, cAMP HTRF FRET, PGE2 co-stimulation; induction, % at 25 µM; 260,000 tested, 0.83% active; AID 940, 2007;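 active = compounds whose cAMP rise, as percent of the full-agonist control response, exceeds 60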;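 also: rat C6 glioma line stably carrying human EP2 under a CMV promoter; the protocol text gives 20 µM as final concentration; 100% = response of wells given 1 µM PGE2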
* marks the source's active call; other numbers are inactive results; . = no result given; & = joins results of further samples; [ ] = another dose, or the depositor's remark. Not all compounds are listed; the hit share may differ from the screen's.

mol	PGE2 EP2 inh	NPY-Y2 PAM-ag	NPY-Y1 antag	S1P4 antag	S1P4 ag	NPY1 pot ag	eIF4E-4G inh	p97 inhibitor	EP2 modulator
N#CC1(Cc2ccccc2Cl)c2ccccc2C=CN1C(=O)c1ccccc1 (configuration not stated)	.	-37.0	16.1	20.2	1.0	-17.8	-6.7	-4.3	69.5*
CCOc1ccc(-n2c(=O)c3sccc3n(CC(=O)NCc3ccco3)c2=O)cc1	2.1	6.1	-1.9	-1.2	3.3	1.4	3.3	-4.5	-3.0
COc1ccc(/C=C/C(=O)Nc2ccccc2C(=O)N2CCCC2)cc1	6.3	-12.7	-0.7	4.7	-0.9	-7.6	1.0	0.8	-6.1
CCN(C(=O)CSc1nc2nc(C)cc(C)n2n1)c1ccccc1	9.8	-7.0	-6.5	-3.8	1.1	7.4	-2.1	-3.6	0.6
COc1ccccc1NS(=O)(=O)c1ccc(NC(C)=O)cc1	2.7	8.0	1.1	-3.5	5.1	21.9	0.7	6.3	16.1
CC1CCc2c(C(=O)N3CCN(S(=O)(=O)c4cccs4)CC3)csc2C1 (configuration not stated)	4.4	9.5	-4.0	-1.5	1.9	24.9	13.0	2.5	-10.8
Cc1noc(-c2ccc(Cl)cc2)c1C(=O)O/N=C(\N)c1ccc(C(C)(C)C)cc1	4.2	-33.6	.	15.6	-0.7	-18.2	-4.9	3.3	-12.6
Cn1c(-c2cc(Br)ccc2O)n[nH]c1=S	9.4	4.3	-2.6	1.8	-0.5	-4.3	-6.2	2.1	19.1
COC(=O)CCNC(=O)Cn1cnc2sc3c(c2c1=O)CCCC3	0.5	9.0	3.7	18.5	-2.3	10.7	0.1	6.3	11.6
COc1ccccc1CNS(=O)(=O)c1cc(C)ccc1OC	10.3	7.3	6.4	1.6	2.5	-0.1	1.5	4.6	0.1
Cc1nc2ccc(C(=O)N3c4ccccc4CC3C)cc2s1 (configuration not stated)	10.8	-10.0	-1.6	-0.4	2.4	8.7	2.6	0.3	-4.3
Cc1cc(C)cc(N2C(=O)CN(Cc3sccc3C)C2=S)c1	10.8	-1.1	0.7	-5.3	0.3	-21.9	0.0	-4.4	21.7
CCCN(CC1CC1)C(=S)Nc1ccc(Oc2ccccc2)cc1	11.7	-13.4	-5.9	-11.9	6.4	6.5	-1.4[fluorescence artefact?]	9.7	13.8
O=C(CSc1nc2ccccc2o1)c1cc2ccccc2oc1=O	17.9	-3.2	8.9	10.1	-0.5	-3.4	0.4	-2.6	-0.7
CCOc1ccc(NC(=O)CSC2=C(C#N)C(c3ccc4c(c3)OCO4)CC(=O)N2)cc1 (configuration not stated)	.	-2.3	-1.5	-4.7	2.7	3.5	3.1	2.0	15.8
COc1ccccc1-c1coc2cc(OC(=O)N3CCOCC3)ccc2c1=O	8.1	5.0	.	-8.1	0.6	13.4	-1.8	1.4	8.3
Cc1cc2oc(C(=O)N(Cc3ccccc3)c3ccccn3)cc(=O)c2cc1Cl	5.2	0.0	.	2.5	-0.3	10.2	-11.3	1.4	-6.9
O=C(Nc1ccc(N2CCN(C(=O)c3ccccc3)CC2)cc1)c1ccc(Br)o1	8.1	-2.2	-3.8	-14.3	-0.1	0.8	8.1	0.5	-1.2
O=C(O)C1C2C=CC(C3CC23)C1C(=O)O (configuration not stated)	5.9	17.6	1.1	0.4	-3.2	2.3	0.2	1.3	-1.9
CCOC(=O)N1CCN(S(=O)(=O)c2cccs2)CC1	12.7	7.5	2.8	-0.7	1.0	-5.3	3.9	2.8	-4.7
CCCCc1c(C)nc2ccc(Br)cc2c1SC(N)N	19.0	-2.1	1.2	-5.7	4.1	3.6	1.0	0.7	32.3
O=C(CCN1CCCCC1)N/N=C/c1ccc(Br)cc1	5.4	13.4	1.3	9.2	0.4	7.8	-3.0	13.0	-3.5
Cn1c2ccccc2c2cc([N+](=O)[O-])ccc21	5.7	-15.5	.	1.8	-0.3	-2.9	-3.9	8.1	47.6
Clc1ccc(-n2nnnc2CN2CCOCC2)cc1Cl	5.3	5.5	4.0	-3.5	1.4	-16.8	-28.4	-8.6	-20.3
COc1ccc2[nH]cc(C(=O)CCl)c2c1	8.0	0.5	.	6.0	-2.0	10.2	0.6	41.7*	7.7
CN(C)CC(C)(C)CNC(=O)C1CCN(Cc2ccccc2O)CC1	19.7	-3.8	2.7	-2.2	1.3	15.4	-20.2[fluorescence artefact?]	5.5	-6.8
CN1CCN(CC(=O)N/N=C/c2ccc(F)c(F)c2)CC1	4.8	5.5	-5.7	-8.1	0.3	5.9	5.1	-2.4	2.0
Cc1nc(NC(=O)c2cccnc2)ccc1Br	5.8	11.9	5.0	-1.6	1.4	12.3	-1.9	1.1	11.8
CSCc1cc(N2CCOCC2)nc(SCc2ccc(Cl)c(Cl)c2)n1	6.0	-1.6	8.1	5.7	0.5	-8.8	-0.6	-1.5	18.5
CCCn1ncc(CN2CCC(N3CCC(C(=O)N4CCOCC4)CC3)CC2)c1C	9.6	2.3	2.1	-6.2	-0.6	-12.4	-2.6	-0.1	3.6
C/C(=N/NC(=O)CNC(=O)c1ccc2c(c1)OCO2)c1ccc2c(c1)CCCC2	6.2	2.8	5.3	-11.1	0.2	3.8	5.8	4.5	-42.1
Cn1c(=O)c2c(nc(Sc3ncnn3CC(=O)NC(C)(C)C)n2C)n(C)c1=O	1.3	-7.9	2.5	-9.7	-1.5	2.2	0.1	-1.0	6.7
Cc1ccc(S(=O)(=O)ON=C2CCN(S(=O)(=O)c3ccccc3)CC2)cc1	10.7	-23.9	3.0	-11.6	-1.2	-5.9	-3.0	-0.5	-20.1
CC(C)NC(=O)CSc1nc(N)c(-c2ccccc2)c(=O)[nH]1	9.4&7.2	6.1	-0.1	0.0	0.4	8.1	2.5	4.4	-4.2&33.0
CCOC(=O)C1=C(O)CSC1=Nc1cccc2ccccc12	3.8	0.1	-0.6	0.7	-0.4	24.4	9.2	3.2	11.4
COc1ccc(OC)c(C(=O)CN2C(=O)NC(C)(c3ccccc3)C2=O)c1 (configuration not stated)	6.2	0.7	-2.1	-8.2	0.3	10.3	0.7	6.8	10.0
CSc1ccc(Cn2nnc(C(=O)Nc3ccc(C)c(C)c3)c2N)cc1	7.6	0.9	3.4	-24.6	-0.1	3.8	-4.5	-6.1	20.1
COc1ccc(C2NC(Cc3ccccc3)(C(=O)O)C3C(=O)N(c4ccccc4OC)C(=O)C23)cc1 (configuration not stated)	7.8	-7.2	2.8	12.8	-0.5	-3.2	1.4	5.1	24.1
Cc1ccc(-c2cn(S(=O)(=O)c3cccc4nsnc34)nc2N)cc1	15.5	-17.0	-1.5	-1.3	-0.7	-5.4	2.2[fluorescence artefact?]	-0.4	-35.7
COc1ccccc1NC(=S)N1CCc2cc(OC)c(OC)cc2C1	2.1	19.4	-5.6	-16.6	3.0	11.3	-0.1	3.1	13.1
CCOC(=O)NC1(NCc2ccccc2)Oc2ccccc2O1	1.8	4.7	-7.2	6.6	-0.1	-18.0	-4.5	7.4	13.8
O=C(CCCn1cnc([N+](=O)[O-])n1)Nc1ccc(Cl)cc1Cl	4.7	2.7	5.3	-29.4	-0.5	-20.8	7.9	0.5	1.9
CC(=O)n1c(C=Nc2ccccc2)c(O)c2ccccc21	6.3	-7.9	2.3	-1.4	-0.6	0.0	3.3	-1.2	-20.1
CCOc1ccc2[nH]c(=O)c(CN(CCO)Cc3nnnn3CCc3ccccc3)cc2c1	5.8&2.8	-9.7	7.2	-13.1	0.8	-40.2	0.9[fluorescence artefact?]	3.5	-37.7&21.7
Cc1cc(C)nc(-n2nc(C)cc2NC(=O)CNC(C)c2ccccc2)n1 (configuration not stated)	4.8	5.8	-0.3	-11.1	1.6	-3.0	-3.6	0.3	-0.6
O=C(Oc1c(Cl)cc(Cl)c2cccnc12)c1ccco1	19.8	8.5	8.6	15.4	-0.3	11.0	0.8	4.4	17.6
Cc1cc(Cl)c(S(=O)(=O)Nc2cccc(O)c2)cc1OCC(N)=O	4.0	1.8	1.4	-14.9	-0.6	-21.2	0.0	-3.0	5.0
CCN(CC)CCOC(=O)CCc1cccc2ccccc12	24.2	-42.1	8.0	-5.2	2.4	-62.6	1.7[fluorescence artefact?]	-1.7	1.1
CCC1CCCCN1S(=O)(=O)c1ccc(S(=O)(=O)N(Cc2cccs2)C2CC2)cc1 (configuration not stated)	16.1	7.3	-2.6	0.5	0.8	12.4	3.2	-8.9	19.7
CSC1=NNC(c2ccc(C(C)(C)C)cc2)=NN1	5.7	-12.0	.	-8.0	-1.3	0.4	1.3	4.7	-3.6

Other compounds
mol	PGE2 EP2 inh	NPY-Y2 PAM-ag	NPY-Y1 antag	S1P4 antag	S1P4 ag	NPY1 pot ag	eIF4E-4G inh	p97 inhibitor	EP2 modulator
Cc1cc(NCCCN2CCOCC2)n2c(nc3ccccc32)c1C#N	8.4	-2.6	-3.3	-22.2	0.8	8.8	-13.3	2.8	6.6
COc1cccc(/C=C2/SC(=O)N(C)C2=O)c1OCc1ccc(C(=O)O)cc1	2.6	0.9	2.7	-0.1	-1.0	-6.9	1.0	1.1	1.1
Cc1ccc2c(c1)c1ncn(CCC3=CCCCC3)c(=O)c1n2C	0.1	-18.2	7.5	19.1	1.1	-20.2	2.5	1.1	19.3
N=c1n(CCN2CCCCC2)c2ccccc2n1CC(=O)c1ccc(Cl)c(Cl)c1	7.4	-54.7	.	14.5	-0.9	-35.7	-0.9	5.1	-29.7
NC(=O)c1ccccc1N/C=C/C(=O)c1cccs1	1.6	-8.9	3.0	-7.3	0.3	-3.4	1.8[fluorescence artefact?]	-8.3	-11.1
O=C(O)CC/C(=C\c1ccc(N2CCCC2)c([N+](=O)[O-])c1)c1nc2ccccc2s1	8.1	-33.4	5.2	12.6	1.6	-40.0	7.2	-5.7	-27.9
O=C(Cc1coc2ccc3ccccc3c12)N1CCc2ccccc21	3.3	-15.6	3.3	-13.2	1.7	-14.7	-3.1	0.7	20.9
CCCCn1c(N)c(N2CCOCC2)c(=O)n(CC(=O)NCCc2ccccc2)c1=O	1.6	5.8	0.4	-10.0	-0.4	8.2	4.5	2.2	18.3
COc1ccc(S(=O)(=O)NNC(N)=S)cc1	-2.3	-1.1	5.2	0.3	0.7	-14.2	3.8	-3.1	-0.5
Cc1c(N/N=C(\C#N)C(=O)c2ccccc2)c(=O)n(-c2ccccc2)n1C	8.3	1.3	2.7	-22.9	-0.5	-11.4	3.3[fluorescence artefact?]	0.5	6.1
COC(=O)c1cc(OC)c(OC)cc1NC(=S)N1CCCC(CO)C1 (configuration not stated)	14.6	7.4	3.2	-2.5	1.0	14.4	2.5	1.8	26.1
O=C(COC(=O)C1(c2ccccc2F)CCCC1)N1CCN(C(=O)c2ccco2)CC1	3.5	13.5	-2.0	-0.6	1.4	15.3	-6.0	3.4	10.0
